Source: PubChem BioAssay (Broad Institute)
Casp6 inh = caspase-6 (human) enzyme inhibition; P55212; purified caspase-6, Z-VEID-R110 cleavage fluorescence; inhibition, % at 12.5 µM; hit rate 0.53% among 350,000;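 active = mean inhibition across replicates at least about 35%, with every replicate also reaching that limit, limit read from the data; inconclusive = only one of the two criteria met; inactive = neither criterion met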;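 also: 0% = median of neutral control wells and 100% = no fluorescence left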
Target sequence (P55212 24-179 limits assumed): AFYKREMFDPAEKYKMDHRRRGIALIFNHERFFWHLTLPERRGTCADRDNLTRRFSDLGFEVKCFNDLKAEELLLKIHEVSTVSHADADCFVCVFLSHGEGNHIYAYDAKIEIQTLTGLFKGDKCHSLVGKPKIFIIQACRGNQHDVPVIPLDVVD
Target sequence (P55212 194-293 limits assumed): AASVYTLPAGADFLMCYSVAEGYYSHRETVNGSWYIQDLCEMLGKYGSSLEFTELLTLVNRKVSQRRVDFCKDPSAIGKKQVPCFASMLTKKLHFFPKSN
Xi reactivation = reactivates the inactive X chromosome in mouse fibroblasts; XiGFP mouse fibroblasts, % GFP-positive cells imaging, 3 d; cells co-treated with 5-aza-dC sensitizer; scaled so ellipticine positive control = 100%; activation, % at 7.58 µM; hit rate 0.055% among 360,000; AID 743238;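 active = mean normalized replicate activation at least 10% and every replicate at or above 10%; inconclusive = only one of the two criteria met; inactive = mean below 10% and not all replicates reach 10%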;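 also: 0% = median of on-plate neutral control wells and 100% = ellipticine 6 µM median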
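Schedule: 3 d treatment, 15 min room-temperature fixation; system: 68-5-11 XiGFP fibroblast line; buffer or medium: DMEM plus 5-aza-dC sensitizer; control set: ellipticine 6 µM positive control; compound: one concentration, pinned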
RAD52 anneal inh = blocks human RAD52 DNA annealing. P43351. inhibition, % at 18.7 µM. hit rate 0.46% among 360,000. recombinant RAD52 DNA annealing, FRET fluorescence. AID 651710;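 active = every replicate showing at least 50% inhibition; inconclusive = mean inhibition at least 50% but not in every replicate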
GSIS activator = GLuc luminescence reporter in INS-1E cells, primary screen for activators of glucose-dependent secretion of insulin | INS-1E GLuc reporter insulin secretion, 2-3 h | activation, % at 16.6 µM | hit rate 0.61% among 370,000;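 active = lowest replicate activation of at least 40%, so every replicate reaches that level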;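 also: 0% = median of neutral control wells and 100% = median of IBMX positive control wells; some compounds called inactive have numbers as strong as hits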
CFTR F508del cor = correctors of CFTR F508del function in bronchial epithelial cells; hit rate 0.36% among 350,000; CFBE cells, YFP halide quenching; stimulated with forskolin plus potentiator P3; % fluorescence drop versus neutral controls; activity (quench increase), % at 7.58 µM;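 active = mean added fluorescence quench of at least 8% versus neutral control, with both replicates also reaching 8%; inconclusive = only one of the mean or replicate conditions met; inactive = mean below 8% and not both replicates reaching 8%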;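 also: cells transiently co-express mutant CFTR-F508del with the halide-sensitive YFP; corrector assay measuring rescue of mutant channel to the surface after 24 h compound exposure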
E-selectin induc = E-selectin induction on HUVECs; P16581; activation, % at 7.58 µM; hit rate 0.37% among 260,000; HUVEC E-selectin immunofluorescence imaging; normalized: neutral wells 0, TNF-alpha wells 100; AID 686992;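 active = mean E-selectin-positive cell signal at least 10% of the positive control, reached in at least 60% of replicates, without over 20% cell loss; inconclusive = no rule given, readout overlaps actives, possibly toxicity-flagged; inactive = the rest, including those meeting only one limit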;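 also: in these data hits start at about 27%; measured in HUVEC primary endothelial cells; signal is the percent of cells scored E-selectin positive by PE staining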
Target sequence (P16581 whole entry, looked up): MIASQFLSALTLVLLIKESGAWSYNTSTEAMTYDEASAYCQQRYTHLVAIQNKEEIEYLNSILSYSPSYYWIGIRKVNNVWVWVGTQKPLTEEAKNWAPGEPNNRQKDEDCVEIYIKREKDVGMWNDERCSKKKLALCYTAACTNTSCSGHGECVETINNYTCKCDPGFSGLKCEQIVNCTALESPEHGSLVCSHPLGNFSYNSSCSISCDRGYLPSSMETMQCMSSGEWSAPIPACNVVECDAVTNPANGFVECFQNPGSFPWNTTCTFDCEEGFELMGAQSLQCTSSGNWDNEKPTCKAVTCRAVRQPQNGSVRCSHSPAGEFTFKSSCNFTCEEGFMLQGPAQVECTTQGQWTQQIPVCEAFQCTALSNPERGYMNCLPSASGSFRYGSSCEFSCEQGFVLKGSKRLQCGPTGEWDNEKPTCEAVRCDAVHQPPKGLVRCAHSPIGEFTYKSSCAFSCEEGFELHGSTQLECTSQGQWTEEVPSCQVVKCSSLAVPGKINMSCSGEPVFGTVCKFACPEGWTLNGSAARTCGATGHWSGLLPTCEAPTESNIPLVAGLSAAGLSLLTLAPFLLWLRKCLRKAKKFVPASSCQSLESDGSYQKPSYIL
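System: HUVEC / Compound: single concentration / Signal: immunofluorescence imaging / Read-out: percent E-selectin-positive cells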
DENV2 CPE rescue = inhibitors of DENV2 cytopathic effect. hit rate 1.7% among 350,000. DENV2-infected cells, cytopathic effect rescue, plate reader. CPE inhibition, % at 9.99 µM. AID 651640; in the data active = CPE inhibition above about 20%, passing the limit was not always enough; inconclusive = no clear call, values can overlap the other calls; tested in BHK-21 cells;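 also: 0% = median of neutral control wells and 100% = median of positive control wells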
RAD54 inh = inhibitors of human RAD54 branch migration; Q92698; RAD54 Holliday junction branch migration, FAM/BHQ fluorescence; inhibition, % at 10.4 µM; hit rate 0.14% among 360,000;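 active = mean normalized replicate activity at least 40 and at least half of replicates scoring 40 or more; inconclusive = only one of the two criteria met; inactive = mean below 40 and under half of replicates reaching 40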;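 also: 0% = median of neutral control wells and 100% = median of positive control wells; inhibitors cause a drop in the FAM fluorescence signal; in these data hits start at about 50%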
An asterisk follows results filed as active; & = joins results of further samples.

Cc1c(C(=O)Nc2ccccc2C(=O)N2CCCC2)cccc1[N+](=O)[O-] was read as Casp6 inh -1.1, Xi reactivation 0.1, RAD52 anneal inh -13.3, GSIS activator -0.8, CFTR F508del cor -0.3, E-selectin induc -0.1, DENV2 CPE rescue -1.8 and RAD54 inh -4.4.
Screening CCC(=O)Nc1ccc(Cl)c(NC(=O)c2ccccc2OC)c1 returned Casp6 inh -2.4, Xi reactivation 0.1, RAD52 anneal inh -12.4, GSIS activator 8.0, CFTR F508del cor -1.4, E-selectin induc -8.0 and DENV2 CPE rescue 1.2.
For COCCNCCCCSc1ccc(Cl)cc1 the results were Casp6 inh -6.4, Xi reactivation 0.4, RAD52 anneal inh -7.1, GSIS activator 2.5, CFTR F508del cor 3.4, E-selectin induc 0.1 and DENV2 CPE rescue 0.4.
For CCCN(C)C[C@@H]1Oc2cc(C3=CCCC3)ccc2S(=O)(=O)N([C@@H](C)CO)C[C@@H]1C the results were Xi reactivation -0.5, GSIS activator 24.6, CFTR F508del cor -0.1 and E-selectin induc 0.7.
O=C(c1sc2ccccc2c1Cl)N1CCN(c2ncccn2)CC1 was read as Casp6 inh 3.4, Xi reactivation 0.1, RAD52 anneal inh -6.8, GSIS activator 0.6 and CFTR F508del cor -1.3.
Screening Cc1ccc(CC(=O)NCCN2CCOCC2)cc1 returned Casp6 inh -0.5, Xi reactivation 0.0, RAD52 anneal inh 6.0, GSIS activator 3.6, CFTR F508del cor -1.4, E-selectin induc 0.1, DENV2 CPE rescue -4.3 and RAD54 inh -7.1.
C[C@@H](NC(=O)C[C@H]1C=C[C@H](NC(=O)C2CCOCC2)[C@@H](CO)O1)c1ccccc1 was read as Casp6 inh 2.2, Xi reactivation -0.1, RAD52 anneal inh -10.2, GSIS activator 15.0, CFTR F508del cor -1.6, E-selectin induc -0.5, DENV2 CPE rescue 2.6 and RAD54 inh -3.2.
`CN1c2ccc(-c3cccc(F)c3)cc2[C@@H]2[C@@H](CCN2C(=O)C2CCC2)[C@@H]1CO` gave Casp6 inh 0.9, Xi reactivation 0.2, RAD52 anneal inh -1.2, GSIS activator -14.0, CFTR F508del cor 0.0, E-selectin induc -0.3 and DENV2 CPE rescue -8.7.
`C[C@@H]1CN([C@@H](C)CO)C(=O)Cc2cc(N(C)C)ccc2O[C@@H]1CN(C)C(=O)Nc1cccc2ccccc12` gave Casp6 inh -0.6, Xi reactivation 0.6, RAD52 anneal inh 17.9, GSIS activator 17.7, CFTR F508del cor -1.9, E-selectin induc 4.5, DENV2 CPE rescue 4.0 and RAD54 inh -7.3.
For O=C(Nc1ccc2nsnc2c1)c1ccc2c(c1)OCO2 the results were Casp6 inh 1.3, RAD52 anneal inh -14.5, GSIS activator 3.2, CFTR F508del cor -3.0 and DENV2 CPE rescue 1.5.
CCc1ccc(NC(=O)C2CCCN(S(C)(=O)=O)C2)cc1 (stereo not given) was read as Casp6 inh 2.6, Xi reactivation 0.1, RAD52 anneal inh -14.2, GSIS activator -1.0, CFTR F508del cor 1.4 and DENV2 CPE rescue 4.7.
`NC(=O)NC(=O)COC(=O)c1ccc2noc(-c3ccccc3)c2c1` gave Casp6 inh -3.3, Xi reactivation 0.0, RAD52 anneal inh -18.0, GSIS activator 17.9, CFTR F508del cor 0.6, E-selectin induc 0.2, DENV2 CPE rescue -4.5 and RAD54 inh -8.8.
Screening C[C@H](CO)N1C[C@H](C)[C@@H](CN(C)C(=O)Oc2ccccc2)OCc2cn(nn2)CCCC1=O returned Casp6 inh -6.9&2.8, Xi reactivation -0.1, RAD52 anneal inh 6.8&1.2, GSIS activator -5.3&30.3, CFTR F508del cor -0.6&-1.7, E-selectin induc -1.4&0.0, DENV2 CPE rescue inconclusive and RAD54 inh 2.9&1.1.
COc1cc(-c2nnc(NC(=O)c3ccco3)o2)cc(OC)c1OC was read as Casp6 inh -0.7, Xi reactivation -0.1, RAD52 anneal inh 4.5, GSIS activator 15.3, CFTR F508del cor 1.1, DENV2 CPE rescue 11.2 and RAD54 inh -8.2.
Screening CO[C@H]1CN(C)C(=O)c2cc(NC(=O)C3CCC3)ccc2OC[C@H](C)N(C(=O)NC(C)C)C[C@@H]1C returned Casp6 inh 5.4, Xi reactivation -0.1, RAD52 anneal inh -4.0, GSIS activator -11.5, CFTR F508del cor 0.1, E-selectin induc -0.1, DENV2 CPE rescue -2.0 and RAD54 inh 9.3.
CCCCCCCCN1C(=O)[C@H](CC(=O)NCCCOC)C[C@@]2(C(=O)OCC)CCCC=C12 was read as Casp6 inh 2.6, Xi reactivation 0.0, RAD52 anneal inh -2.4, CFTR F508del cor 2.6 and DENV2 CPE rescue inconclusive.
For Cc1ccc2[nH]c3c(c2c1)SC(C)(C)CC3=O the results were Casp6 inh -2.7, Xi reactivation 0.3, RAD52 anneal inh -15.3, GSIS activator -3.3, CFTR F508del cor -1.9, E-selectin induc 5.4, DENV2 CPE rescue -6.1 and RAD54 inh -20.8.
Cc1cccc(NC(=O)NCCN2CCN(c3ccccc3)CC2)c1C was read as Casp6 inh -5.9, Xi reactivation 0.0, RAD52 anneal inh -7.8, GSIS activator 2.2, CFTR F508del cor -0.1, E-selectin induc 0.1, DENV2 CPE rescue 2.1 and RAD54 inh 6.1.
Screening O=C(c1ccc(F)cc1)N1CC(=O)N2[C@H](C1)[C@H](c1ccc(C#CC3CCCC3)cc1)[C@@H]2CO returned Casp6 inh -0.9, Xi reactivation 0.0, RAD52 anneal inh -3.5, GSIS activator -10.1, CFTR F508del cor 1.9, E-selectin induc -0.6 and DENV2 CPE rescue -11.8.
O=C(c1ccccc1F)N1CC(=O)N2[C@H](C1)[C@@H](c1ccc(C#Cc3ccccc3)cc1)[C@@H]2CO was read as Casp6 inh -2.2, Xi reactivation 0.0, RAD52 anneal inh -4.3, GSIS activator -3.2, CFTR F508del cor 5.9, E-selectin induc 0.5 and DENV2 CPE rescue -6.3.
Screening CCOc1ccc(NC(=O)C2CCN(S(=O)(=O)CC)CC2)cc1 returned Casp6 inh -3.6, Xi reactivation 0.3, RAD52 anneal inh -10.8, GSIS activator 3.7, CFTR F508del cor 1.5, DENV2 CPE rescue 0.9 and RAD54 inh -7.1.
For CC(C)c1ccc(C(=O)N2CCCC(c3cc(C(=O)NCc4ccccc4)no3)C2)cc1 (stereo not given) the results were Casp6 inh -0.4, Xi reactivation 0.1, RAD52 anneal inh -7.1, GSIS activator 1.4, CFTR F508del cor -0.6, E-selectin induc 0.9, DENV2 CPE rescue 2.9 and RAD54 inh -1.8.
Screening COc1ccc(C(C(=O)NC(C)(C)C)N(C(=O)Cn2nnc3ccccc32)c2ccc(C(C)=O)cc2)cc1O (stereo not given) returned Casp6 inh 0.8, Xi reactivation -0.1, RAD52 anneal inh -3.8, GSIS activator -7.7, CFTR F508del cor 1.9, E-selectin induc inconclusive, DENV2 CPE rescue 17.4 and RAD54 inh 8.3.
COc1ccc(NC(=O)CN2CCc3ccccc3C2)c(OC)c1 was read as Casp6 inh 2.0, Xi reactivation 0.0, RAD52 anneal inh -5.0, GSIS activator -1.5, CFTR F508del cor 3.0, E-selectin induc 0.3, DENV2 CPE rescue -1.8 and RAD54 inh -0.6.
O=C(NNC(=O)c1cccc(S(=O)(=O)Nc2ccccc2F)c1)c1ccncc1 was read as Casp6 inh 0.6, Xi reactivation 0.0, RAD52 anneal inh -14.0, GSIS activator -6.6, CFTR F508del cor 3.3, E-selectin induc -0.2, DENV2 CPE rescue 3.5 and RAD54 inh -27.8.
Screening Cc1ccc(S(=O)(=O)N2CCOCC2)cc1C(=O)OCC(=O)NC1CC1 returned Casp6 inh 0.0, Xi reactivation -0.1, RAD52 anneal inh -9.1, GSIS activator 6.8, CFTR F508del cor 1.1, DENV2 CPE rescue -6.7 and RAD54 inh -4.6.
CCS(=O)(=O)N1CCN(Cc2ccc([N+](=O)[O-])cc2)CC1 was read as Xi reactivation 0.0, GSIS activator -5.8, E-selectin induc 0.0 and RAD54 inh 7.8.
`Cc1nc(-c2cccc(NC(=O)C(C)Oc3ccccc3)c2)cs1` (stereo not given) gave Casp6 inh -0.9, Xi reactivation -0.2, RAD52 anneal inh -6.9, GSIS activator -7.5, CFTR F508del cor -2.2, E-selectin induc 0.3, DENV2 CPE rescue -0.1 and RAD54 inh 0.3.
For CN(C)C(=O)c1cccc(-c2ccc3c(c2)[C@@H]2[C@@H](CCN2C(=O)C2CC2)[C@H](CO)N3)c1 the results were Casp6 inh -0.6, Xi reactivation 0.8, RAD52 anneal inh 2.0, GSIS activator 11.5, CFTR F508del cor -2.1, E-selectin induc 0.1, DENV2 CPE rescue 4.5 and RAD54 inh 6.1.
For COc1ccc(CN2CC3(CN(C(=O)Cc4ccncc4)C3)c3c([nH]c4cc(OC)ccc34)[C@@H]2CO)cc1 the results were Casp6 inh -0.2, Xi reactivation 0.3, RAD52 anneal inh 0.6, GSIS activator 15.5, CFTR F508del cor -1.4, E-selectin induc 0.1 and DENV2 CPE rescue -7.2.
For N#Cc1ccsc1NC(=O)C1CCN(C(=O)c2ccc(F)cc2)CC1 the results were Casp6 inh 2.7, Xi reactivation 0.2, RAD52 anneal inh -23.3, CFTR F508del cor 2.2, E-selectin induc 3.7, DENV2 CPE rescue -5.0 and RAD54 inh -9.1.
For CC(C)(C)OC(=O)CNC(=O)c1[nH]cnc1C(=O)NCCCCCN the results were Casp6 inh 3.6, Xi reactivation -0.1, RAD52 anneal inh -0.1, GSIS activator 6.5, CFTR F508del cor -1.9, E-selectin induc -0.1, DENV2 CPE rescue inconclusive and RAD54 inh -2.8.
O=C(NCc1ccc2c(c1)OCO2)c1nc(Cn2ccc([N+](=O)[O-])n2)no1 was read as Casp6 inh -2.0, Xi reactivation -0.1, RAD52 anneal inh -9.8, GSIS activator 8.5, CFTR F508del cor -1.1, DENV2 CPE rescue 6.4 and RAD54 inh 18.1.
`C[C@@H]1CN([C@@H](C)CO)S(=O)(=O)c2ccc(C#CCC3CCCC3)cc2O[C@H]1CN(C)C(=O)c1ccccn1` gave Casp6 inh -0.4, Xi reactivation -1.2, RAD52 anneal inh -2.1, GSIS activator -27.1, CFTR F508del cor 3.1, E-selectin induc 0.1, DENV2 CPE rescue 12.2 and RAD54 inh 6.5.
For CC1CCN(C(=O)C2CCCN2S(=O)(=O)c2ccc(Cl)cc2)CC1 (stereo not given) the results were Casp6 inh 1.3, Xi reactivation -0.1, RAD52 anneal inh 3.9, GSIS activator 10.3, CFTR F508del cor -3.0, E-selectin induc -0.1, DENV2 CPE rescue 0.3 and RAD54 inh -2.0.
`COc1ccc(-c2ccc(CCC(=O)O)n2NC(=O)c2ccc(O)cc2)cc1` gave Casp6 inh -3.4, Xi reactivation 0.2, RAD52 anneal inh -9.0, GSIS activator -4.4, CFTR F508del cor -1.9, E-selectin induc 2.4, DENV2 CPE rescue -4.5 and RAD54 inh 2.6.
For C[C@H](CO)N1C[C@H](C)[C@@H](CN(C)C(=O)CCCN(C)C)OCCCC[C@H](C)Oc2ccc(NS(C)(=O)=O)cc2C1=O the results were Casp6 inh 0.4, Xi reactivation -0.9, RAD52 anneal inh 11.6, GSIS activator 10.5, CFTR F508del cor 1.9, E-selectin induc -0.1, DENV2 CPE rescue 2.6 and RAD54 inh 12.2.
